Screens from PubChem.
HDAC3 inh: HDAC3 deacetylase inhibitors, primary screen, biochemical, fluorescence, cell-free homogeneous. recombinant HDAC3, fluorogenic peptide/trypsin coupled. inhibition, % at 8.3 µM. 320,000 compounds, 0.15% hits. Histone deacetylase 3 (Homo sapiens), O15379; in the data active means inhibition above about 26%, passing the limit was not always enough; inconclusive means no clear call, values can overlap the other calls
RGS4 act: RGS4 potentiators or activators, primary screen, cell-based, HEK293 M3R inducible RGS4, calcium flux; carbachol calcium flux Fluo4; active compounds read low; B-score at 10 µM; 310,000 compounds, 0.92% hits; AID 463111, 2010;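 active means B-score of the integrated calcium signal more than 4 SD below the library mean, with starting fluorescence not abnormally high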;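 further: negative B-score means reduced calcium response which marks RGS4 activation or potentiation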
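System: HEK293 FlpIn-TREx cells, stable M3R, doxycycline-inducible RGS4. Timing: overnight RGS4 induction, 30 min dye load 37 °C, 20 min compound RT. Also added: carbachol, ECmax concentration. Measured by: Fluo4 fluorescence kinetic imaging of calcium. Evaluation: integrated calcium ratio converted to B score.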
KCNQ1 pot: potentiators or activators of KCNQ1 channel, primary screen, cell-based, thallium flux, high-throughput; Potassium voltage-gated channel subfamily KQT member 1 (Homo sapiens), P51787; CHO-K1 KCNQ1, thallium flux FluxOR fluorescence; active compounds read high; B-score at 10 µM; 310,000 compounds, 0.35% hits; AID 2648, 2010;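 active means fluorescence ratio B-score, a plate-corrected score, at least three library SD, with initial intensity B-score within 5 SD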
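Doses: Single concentration per compound, DMSO matched to controls | Test system: KCNQ1-transfected CHO-K1 cells | Timing: 90 min dye loading and 20 min compound exposure, both at room temperature | Measured by: Kinetic FluxOR thallium fluorescence, 10-s 1-Hz baseline, 110-s post-stimulus read | Medium: Assay buffer with matched DMSO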
GSK3A inh: blockers of GSK3A enzyme activity – biochemical, luminescence, cell-free homogeneous, HTS, primary screen; GSK-3 alpha kinase, ADP-Glo luminescence, 60 min; inhibition, % at 10 µM; 320,000 compounds, 0.1% hits; AID 2650, 2010;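 in the data active means inhibition above about 50%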;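 further: GST-tagged GSK-3 alpha with peptide substrate and 25 µM ATP; 0% = DMSO neutral wells and 100% = GW8510 positive control wells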
Target sequence (P49840 whole entry, looked up): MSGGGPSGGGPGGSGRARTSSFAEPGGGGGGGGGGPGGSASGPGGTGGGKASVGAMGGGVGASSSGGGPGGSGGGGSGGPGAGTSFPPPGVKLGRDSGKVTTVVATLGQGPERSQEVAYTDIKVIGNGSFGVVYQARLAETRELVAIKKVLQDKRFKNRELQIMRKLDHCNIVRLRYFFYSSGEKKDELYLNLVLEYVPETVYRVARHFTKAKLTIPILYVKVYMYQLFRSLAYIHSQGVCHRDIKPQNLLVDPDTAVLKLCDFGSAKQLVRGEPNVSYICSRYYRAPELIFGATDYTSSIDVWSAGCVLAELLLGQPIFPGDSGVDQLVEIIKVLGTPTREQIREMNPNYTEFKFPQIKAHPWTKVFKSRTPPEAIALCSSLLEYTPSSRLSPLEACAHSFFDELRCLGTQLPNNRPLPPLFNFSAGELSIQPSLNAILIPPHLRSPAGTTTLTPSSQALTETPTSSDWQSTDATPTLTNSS
hERG protect: hERG rescue from dofetilide block, primary screen, cell-based, CHO-hERG, FluxOR thallium flux, dofetilide IC70. Voltage-gated inwardly rectifying potassium channel KCNH2 (Homo sapiens), Q12809. dofetilide IC70 present. activation (rescue from dofetilide block), less the hit threshold, % at 10 µM. 310,000 compounds, 0.51% hits;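 active means activation above the mean of controls blocked by dofetilide plus 5 SD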;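 further: thallium influx through hERG after potassium depolarization seen as dye fluorescence rise; in these data hits start at about 4.7%; inactives centre near -7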
PolyA inhibitor: polyadenylation inhibitors in yeast reporter cells, primary screen, luminescence, S. cerevisiae | 300,000 compounds, 0.02% hits | calls only at 12 µM | S. cerevisiae SKY197-pL101 polyadenylation reporter, beta-gal luminescence; efflux-impaired pdr1/pdr3 knockout yeast; score 100 = 6 SD above DMSO;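 active means lowest replicate activity score at least 50, where 100 means six control SD above control mean; inconclusive means lowest score under 50 but half or more replicates reach 50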;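 further: yeast exposed to compound for 9 h at 30 °C; higher score means more reporter readthrough which indicates perturbed polyadenylation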
KCNK3 block: human KCNK3 channel inhibitors, primary screen, CHO cells, FluxOR thallium flux, B-score; Potassium channel subfamily K member 3 (Homo sapiens), O14649; FluxOR fluorescence; active compounds read low; B-score at 10 µM; 340,000 compounds, 0.84% hits;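 active means B-score under library mean minus 4 SD, starting fluorescence ratio at most library mean plus 5 SD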;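 further: more negative B-score means stronger inhibition of thallium flux through KCNK3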
KCNQ1 block: inhibitors of human KCNQ1 channel, primary screen, cell-based, thallium flux, high-throughput. Potassium voltage-gated channel subfamily KQT member 1 (Homo sapiens), P51787. CHO-K1 KCNQ1, FluxOR thallium flux fluorescence; active compounds read high. B-score at 10 µM. 310,000 compounds, 1.3% hits;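 active means compounds whose thallium flux B-score, printed positive for inhibition, exceeds three library SD while starting fluorescence stays within three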;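 further: channel opened by potassium depolarization with thallium stimulus after 20 min compound exposure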
KCNK9 block: KCNK9 potassium channel inhibitors, primary screen, HEK293 cells, thallium flux | Potassium channel subfamily K member 9 (Homo sapiens), Q9NPC2 | FluxOR thallium flux fluorescence; active compounds read low | B-score at 10 µM | 310,000 compounds, 1.2% hits;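 active means ratio B-score over 3 SD below the library mean, with starting fluorescence within 5 SD of its mean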;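 further: negative B-score means less thallium flux so channel inhibition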
Target sequence (Q9NPC2 whole entry, looked up): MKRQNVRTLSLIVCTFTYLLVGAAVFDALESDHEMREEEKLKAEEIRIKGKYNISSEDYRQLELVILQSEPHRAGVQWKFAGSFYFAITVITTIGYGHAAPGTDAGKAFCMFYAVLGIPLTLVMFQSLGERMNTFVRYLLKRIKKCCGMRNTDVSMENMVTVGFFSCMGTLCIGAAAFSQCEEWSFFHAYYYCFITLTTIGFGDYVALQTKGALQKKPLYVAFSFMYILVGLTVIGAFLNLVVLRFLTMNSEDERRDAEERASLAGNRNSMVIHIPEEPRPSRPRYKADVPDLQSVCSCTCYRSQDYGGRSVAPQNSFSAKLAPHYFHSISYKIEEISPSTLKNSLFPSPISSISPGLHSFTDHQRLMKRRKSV
Dyrk1A ADPGlo: rat Dyrk1A kinase inhibitors, primary screen, biochemical, single point, plate reader; 310,000 compounds, 0.43% hits; ADP-Glo luminescence, NFATc1 peptide; inhibition, % at 12.5 µM; Dual specificity tyrosine-phosphorylation-regulated kinase 1A (Rattus norvegicus), Q63470; in the data active means inhibition above about 50%;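 further: plate controls were vehicle with enzyme for no effect and no enzyme for full effect; many of its hits are not listed in these tables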
GSK3beta inhib: human GSK3beta kinase inhibitors, primary screen, biochemical, cell-free homogeneous, HTS. 300,000 compounds, 0.038% hits. activity score (negative = inhibition), % at 10 µM. GST-GSK3beta kinase, ADP-Glo luminescence, 60 min; active compounds read low. AID 2097, 2009. Glycogen synthase kinase-3 beta (Homo sapiens), P49841;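 active means more than half of replicate wells score below -50%, meaning over 50% inhibition versus plate controls; inconclusive means some replicates but at most half score below -50%; inactive means no replicate scores below -50%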;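 further: 0% = median DMSO wells and -100% = median GW8510 positive control wells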
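Test system: GST-tagged human GSK3beta kinase, cell-free; evaluation: activity score scaled between in-plate DMSO and GW8510 controls; measured by: ADP-Glo luminescence; incubation: 60 min reaction, RT; benchmarks: DMSO and 20 µM GW8510; reagent: peptide substrate plus 25 µM ATP (final); medium: Tris/MgCl2 kinase buffer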
* = called active by the depositor; i = inactive; ? = inconclusive; / = not tested or not shown. A portion of the library. The share of hits here may be higher or lower than overall.

Structure	HDAC3 inh	RGS4 act	KCNQ1 pot	GSK3A inh	hERG protect	PolyA inhibitor	KCNK3 block	KCNQ1 block	KCNK9 block	Dyrk1A ADPGlo	GSK3beta inhib
CCOC(=O)c1ccoc1CSCC(=O)N1CCN(S(=O)(=O)c2ccc(C)cc2)CC1	5	i	i	-2	-10	i	i	i	i	4	0
Cc1cccc(NC(=O)CCCc2ccccc2)c1C	9	i	i	-5	-5	i	i	i	i	13	1
COc1ccc2nc(NC(=O)CS(=O)(=O)c3ccc(C)cc3)sc2c1	-1	i	i	1	-6	i	i	i	i	30	0
CCC(=O)c1cc(F)c(N2CCN(C(=O)c3ccco3)CC2)cc1C	8	i	i	-3	-4	i	i	i	i	6	1
CCc1nc2ccccc2nc1N1CCN(S(=O)(=O)c2ccccc2)CC1	1	i	i	-3	-8	i	i	i	i	/	1
Cc1ccccc1Cn1ccc(NC(=O)c2cc3ncc(Br)cn3n2)n1	0	i	i	-1	-12	i	i	i	i	1	-1
O=C(Cn1cnc2cc([N+](=O)[O-])ccc2c1=O)Nc1ccc(Br)cc1	4	i	i	0	-10	i	i	i	i	7	0
Nc1ccc(-n2cc(-c3ccccc3)[nH]c2=S)cc1	6	i	i	2	-4	i	i	i	i	1	2
Cc1ccc(C(=O)n2nc(-c3cccnc3)nc2N)cc1	5	i	i	-7	-13	i	i	i	i	-4	2
CC1CN(C(=O)C2(C)CC2(Cl)Cl)CC(C)O1 (stereo unspecified)	-4	i	i	0	-4	i	i	i	i	-8	1
CCn1nc(Cc2cccc3ccccc23)c(C#N)c1N	5	i	i	-3	-7	i	i	i	i	5	-2
CN1C(=O)C(CC(=O)O)S/C1=N\N=C\c1ccc(O)cc1O (stereo unspecified)	6	i	i	5	-6	i	i	i	i	8	-4
Cc1ccc(C(=O)Nc2ccn(Cc3ccc(F)cc3)n2)o1	-2	i	i	-2	-9	i	i	i	i	3	3
CC(C)(Cc1ccc(O)cc1)NC(=O)CC(=O)N=Nc1c(O)[nH]c2cc(Br)ccc12	/	i	i	3	1	i	i	i	i	3	1
CC(=O)Nc1ccc(NC(=O)C2CCCN2C(=O)Nc2ccccc2[N+](=O)[O-])cc1 (stereo unspecified)	0	i	i	-5	-14	i	i	i	i	-1	2
COc1ccc(C(=O)NCc2nnc(SCC(=O)N3CCc4ccccc43)o2)cc1OC	0	i	i	0	-4	i	i	i	i	2	2
CCC(=O)Oc1ccc(C2N(C(=O)CC)CCN2S(=O)(=O)c2ccc(C)cc2)cc1OC (stereo unspecified)	1	i	i	0	-6	i	i	i	i	3	4
COc1ccc2nc(SCC(=O)NCC3CCCO3)c(C#N)cc2c1 (stereo unspecified)	-2	i	i	1	-10	i	i	i	i	-2	/
CC(=O)NC(=S)c1c(N)n(Cc2ccccc2)c(=O)n(C)c1=O	-4	i	i	2	-5	i	/	i	i	/	2
COc1ccc(S(=O)(=O)N2CCC(C(=O)NCc3ccccn3)CC2)cc1OC	1	i	i	-6	-8	i	i	i	i	-2	1
Cn1c(=O)[nH]c(=O)c2c1nc(Br)n2CC(O)COCc1ccccc1 (stereo unspecified)	2	i	i	3	-7	i	i	i	i	3	1
CCC(C)Nc1nc(Cl)nc(NCCOc2ccccc2)n1 (stereo unspecified)	7	i	i	-1	-7	i	i	i	i	-14	0
O=C(NCc1ccco1)C1CCCN1C(=O)Nc1ccccc1[N+](=O)[O-] (stereo unspecified)	-4	i	i	-1	-5	i	i	i	i	-4	3
COc1cccc(C(=O)Nc2nc(-c3ccncc3)cs2)c1	8	i	i	7	-8	i	i	i	i	1	0
O=C(COc1ccc(C(=O)c2ccccc2)cc1)Nc1ncccc1O	5	i	i	1	-7	i	i	i	i	/	0
COCCN(Cc1cc2cc(C)cc(C)c2nc1Cl)C(=O)Nc1ccccc1	5	i	i	-2	-5	i	i	i	i	/	1
COc1ccccc1NC(=O)CSc1nnc(-c2ccc(C)cc2)o1	13	i	i	-3	-9	i	i	i	i	-5	1
CC1=C(C(=O)N2CCOCC2)C(c2c(C)cc(C)cc2C)NC(=S)N1 (stereo unspecified)	4	i	i	-2	-11	i	i	i	i	-5	4
COc1ccccc1-c1ocnc1C(=O)N1CCN(C(=O)C(c2ccccc2)c2ccccc2)CC1	-13	i	i	1	-7	i	i	i	i	2	2
O=C(Nc1cccc(-n2cnnn2)c1)c1cnccc1Cl	-1	i	i	2	-9	i	i	i	i	/	2
CC(=O)Nc1ccc2nc(NC(=O)COc3ccc(C)cc3)sc2c1	-4	i	i	7	-11	/	i	i	i	10	0
COc1ccc(N2CCN(S(=O)(=O)CCNC(=O)COc3ccc(Cl)cc3)CC2)cc1	0	i	i	-1	-5	i	i	i	i	-2	1
CN1C(=O)/C(=C/c2cccc(Cl)c2)Sc2ccc(C(=O)NCc3cccnc3)cc21	/	i	i	-2	-17	i	i	i	i	4	2
CCNC(=S)N1CCN(CC(=O)Nc2ccc(OC)cc2)CC1	0	i	i	-1	-21	i	i	i	i	1	4
O=C(O)C1C(c2ccccc2)C(C(=O)Oc2ccccc2)C1c1ccccc1 (stereo unspecified)	-1	i	i	0	-11	i	i	i	i	4	3
COc1ccc(Cn2c(=O)[nH]c3cc(C(=O)N4CCN(c5ccccn5)CC4)ccc3c2=O)cc1	0	i	i	0	-13	i	i	i	i	-8	-2
Cc1cc(C)n(-c2nc3c(c(=O)n(C)c(=O)n3C)n2C)n1	0	i	i	1	-4	i	i	i	i	-3	-4
CCCC(C)c1nnc(NC(=O)CCS(=O)(=O)Cc2ccccc2)s1 (stereo unspecified)	2	i	i	0	-9	i	i	i	i	-6	1
COc1cccc(OC)c1C(=O)NC(=S)Nc1ccc(N2CCOCC2)c(Cl)c1	5	i	i	1	-6	i	i	i	i	-3	2
Cc1ccc2c(c1)c1c(c(=O)n(-c3ccccc3C)c(=O)n1CC(=O)NCC1CCCO1)n2C (stereo unspecified)	-3	i	i	0	-2	i	i	i	i	-6	1
CCCCOC(=O)Nc1nnc(/C=C/c2ccc(OC)cc2)s1	5	i	i	-1	-3	i	i	i	i	-3	1
CC(C)CCNC(=O)c1ccc(-c2ccccc2)cc1	-4	i	i	0	-14	i	/	i	i	/	-3
COc1ccc(C2=NOC(Cn3nc(C(=O)NCc4cccc(C(F)(F)F)c4)cc3-c3ccccc3)C2)cc1 (stereo unspecified)	5	i	i	0	-4	i	i	i	i	-3	-2
O=C(NCCc1ccccc1Cl)C1CCN(S(=O)(=O)c2cccs2)CC1	?	i	i	2	-6	i	i	i	i	-4	-2
Cn1c(=NC(=O)C2CC2)sc2cc(F)cc(F)c21	-1	i	i	-1	-4	i	i	i	i	2	0
CC(C)C(NC(=O)c1ccccc1)c1nnc(SCC(=O)Nc2nccs2)n1C (stereo unspecified)	2	i	i	3	-14	i	i	i	i	-2	-6
CC1CCC(C(C)C)C2=C1C(C#N)(C#N)C(C#N)(C#N)C(c1ccccc1)N2 (stereo unspecified)	7	i	i	34	-18	i	i	7*	i	54*	-16
Nc1c(O)ccc2c1C(=O)c1ccccc1C2=O	1	i	i	30	-5	i	/	i	i	/	-13
CCOC(=O)C1CCN(C(=O)c2ccc(OC3CCN(C(=O)COC)CC3)cc2)CC1	/	i	i	/	-5	i	i	i	i	17	2
CC(=O)c1cccc(NC(=O)Nc2ccc(C)cc2)c1	-4	i	i	/	-8	i	i	i	i	-5	-3
COc1ccc(S(=O)(=O)N(C)CC(=O)N2CCC(C)CC2)cc1Cl	2	i	i	-5	-8	i	i	i	i	/	-3
O=C(/C=C/c1ccccc1)N/C(=C\c1ccco1)C(=O)NCCO	5	i	i	0	-7	i	i	i	i	3	2
CC(=O)NNc1cccc(Cl)n1	2	i	i	4	-7	i	i	i	i	1	-1
CCOc1ccc(CN(C(=O)c2cccs2)C2CCS(=O)(=O)C2)cc1 (stereo unspecified)	-9	i	i	0	-7	i	i	i	i	4	0
Cc1ccc(OC(=O)c2cccc(S(=O)(=O)N(C)C)c2)c(-n2nc3ccccc3n2)c1	-7	i	i	-4	-6	i	i	i	-7.1*	1	0
CC1CCN(S(=O)(=O)c2cccc(C(=O)Nc3nccs3)c2)CC1	-2	i	i	0	-10	i	i	i	i	0	-3
CC(=O)Nc1ccc(NC(=O)CSc2ncc(C(=O)Nc3ccccc3)c(=O)n2C)cc1	-11	i	i	2	-12	i	i	7*	i	-6	2
